Artemis endo inh: blocks endonuclease activity of human Artemis. Q96SD1. recombinant Artemis, quenched FAM hairpin cleavage fluorescence. inhibition, % at 10 µM. 30,000 tested, 0.78% active;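 active = at 10 µM dose, at least 30% inhibition, measured as corrected fluorescence normalized to stimulator and neutral control wells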
Target sequence (Q96SD1 whole entry, looked up): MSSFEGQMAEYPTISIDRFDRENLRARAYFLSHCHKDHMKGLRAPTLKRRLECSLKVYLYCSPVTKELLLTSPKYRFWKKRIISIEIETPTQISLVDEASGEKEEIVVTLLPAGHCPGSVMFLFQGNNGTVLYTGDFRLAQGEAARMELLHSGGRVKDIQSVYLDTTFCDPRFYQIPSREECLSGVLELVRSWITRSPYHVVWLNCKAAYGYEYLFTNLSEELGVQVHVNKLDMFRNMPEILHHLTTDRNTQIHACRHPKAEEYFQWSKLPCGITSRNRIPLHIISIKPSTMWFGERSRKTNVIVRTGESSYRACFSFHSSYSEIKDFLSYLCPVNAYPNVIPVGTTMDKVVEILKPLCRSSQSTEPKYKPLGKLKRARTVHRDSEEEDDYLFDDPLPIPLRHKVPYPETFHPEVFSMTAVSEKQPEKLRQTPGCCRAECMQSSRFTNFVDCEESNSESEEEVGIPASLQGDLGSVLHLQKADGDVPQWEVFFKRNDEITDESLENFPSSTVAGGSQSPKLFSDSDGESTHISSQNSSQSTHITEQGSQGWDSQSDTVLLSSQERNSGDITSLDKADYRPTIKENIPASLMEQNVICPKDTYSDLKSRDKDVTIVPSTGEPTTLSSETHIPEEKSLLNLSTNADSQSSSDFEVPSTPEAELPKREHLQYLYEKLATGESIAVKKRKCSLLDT
* marks the source's active call; other numbers are inactive results.

SMILES	Artemis endo inh
O=C(CC(c1ccc(F)cc1)c1ccco1)N1CCCC1 (configuration not stated)	2.1
CCOc1ccc(CC(=O)C2C(=O)CCCC2=O)cc1OCC	-1.8
CC(C(=O)O)N1C(=O)/C(=C/C=C/c2ccco2)SC1=S (configuration not stated)	39.7*
COc1ccc(C(=O)NCc2c(CC(C)C)oc(C)c2C(=O)O)cc1	10.2
COC(=O)c1c(NS(C)(=O)=O)sc2c1CCCC2	-3.1
O=C1C(=Cc2cccn2-c2ccc(O)cc2)C(=O)c2ccccc21	7.1
C=CCc1cc(/C=C2/NC(=S)NC2=O)cc(OC)c1O	3.1
N/C(=N\OC(=O)CCCOc1ccccc1)c1ccc(Br)cc1	0.5
CCn1nc(CC(=O)Nc2ccc(-n3cnnn3)c(C)c2)c2ccccc2c1=O	1.0
CC(=O)N1C(=O)C2(Nc3ccccc3N2)c2ccccc21	-0.9
Cc1nn(-c2ccccc2)c2sc(C(=O)OC3CCOC3=O)cc12 (configuration not stated)	-1.1
Cc1ccc(/C=N\n2c(-c3ccccc3)n[nH]c2=S)s1	4.2
CCn1nc(C(=O)NC2=NCCS2)c2ccccc2c1=O	5.8
O=C(O)c1ccc(CNCc2ccccc2Cl)cc1	-9.2
Cc1ccc(S(=O)(=O)N/N=C/c2ccc(C(=O)O)cc2)cc1	-7.9
COc1ccc(C(=O)/C=C(/C)N(C)C)cc1	-3.9
O=S1(=O)C=CC(Sc2nc3ccccc3[nH]2)C1 (configuration not stated)	9.9
Cc1ccccc1OCCn1c(=O)sc2ccccc21	0.3
CCOc1ccccc1/C=N/NC(=O)Cc1csc(Nc2cccc(C(F)(F)F)c2)n1	-13.1
Cc1cc(O)c(/C=N/Nc2cccc(Cl)c2)c(=O)o1	-0.6
Cc1ccc(-c2nnc(-c3ccccc3S(=O)(=O)Cc3ccc(Cl)cc3)o2)cc1	-1.8
COC(=O)c1sccc1NC(=O)c1cccc(OC)c1	3.9
COc1cccc(/C=N/NC(=O)c2cc(C34CC5CC(CC(C5)C3)C4)[nH]n2)c1	16.7
CC1=C(C(=O)Nc2ccccc2)C(c2ccc(C)o2)n2c(s/c(=C/c3ccccc3)c2=O)=N1 (configuration not stated)	5.1
Cc1ccc(-c2nc3ccccc3c(=O)n2CCCn2ccnc2)cc1	-8.9
Cn1ncc(N=Cc2ccccc2)c1C(N)=O	14.1
Cc1ccc(S(=O)(=O)Nc2c3ccccc3nc(=O)n2-c2ccccc2)cc1	-0.6
O=C(NC(=S)Nc1ccc(Cl)cn1)C(c1ccccc1)c1ccccc1	5.6
CCSc1nn2c(=O)c3ccccc3nc2s1	-14.7
COc1ccc(C)cc1-n1c(N)c(C#N)c(C#N)c1-c1ccc(OC)c(OC)c1OC	-3.5
C#CCOc1nc(OCC#C)nc(OCC#C)n1	1.2
O=C(O)C1CC=CCC1C(=O)N1CCN(c2nc(-c3ccccc3)c3ccccc3n2)CC1 (configuration not stated)	14.2
COC(=O)c1scc(C)c1NC(=O)Nc1ccccc1	-13.4
COc1ccc(NC(=O)CSc2ccccc2)c(OC)c1	0.0
Cc1noc(C)c1S(=O)(=O)N1CCC(C(=O)Nc2ccccn2)CC1	-3.7
Cc1cccc(-n2cnc(C(=O)NC3CCCCCC3)c2)n1	-5.5
CC(=O)C1C(c2ccccc2)c2c(n[nH]c2C)CC1(C)O (configuration not stated)	3.9
COCCN(C(=O)Nc1ccc(OC)cc1OC)C1CCN(C(C)=O)CC1	-2.8
COc1ccccc1C1=NN(C(=S)Nc2ccccc2)C(c2ccco2)C1 (configuration not stated)	4.8
Cc1nn(C(C)(C)C)c(OC(=O)C2CCCC2)c1S(=O)(=O)c1ccccc1	-4.0
O=C1CC(SC(=Nc2ccccc2)Nc2ccccc2)C(=O)N1c1cccc(Cl)c1 (configuration not stated)	-0.2
CCOc1ccc(C(=O)N(Cc2ccc(N(C)C)cc2)C2CCS(=O)(=O)C2)cc1 (configuration not stated)	-3.6
Cc1snc(S(=O)(=O)/C(C#N)=N/Nc2ccc(C(F)(F)F)cc2)c1C#N	15.7
O=C(NCc1ccc2c(c1)OCO2)c1ccc2c(c1)OCCO2	-0.9
O=S(=O)(c1ccc2ccccc2c1)N1CCN(S(=O)(=O)N2CCOCC2)CC1	-9.1
CCCC(C(=O)n1nc(C)cc1C)C(NS(=O)(=O)c1ccc(C)cc1)c1ccccc1 (configuration not stated)	-3.6
N#CC1=C(N)SC(N)=C(C#N)C1c1ccnc2ccccc12	6.5
O=C(Nc1ccccc1OC(F)F)c1ccc(Br)o1	2.1
CCNc1sc(C(=O)c2cccs2)c(N)c1-c1nc2ccccc2s1	2.5
COC(=O)c1cc2n(n1)CCN(Cc1ccccc1F)C2=O	-21.8
(more compounds)
SMILES	Artemis endo inh
CC(=O)Nc1sc2c(c1C(c1cccs1)N1CCOCC1)CCCC2 (configuration not stated)	3.6
c1csc(-c2ncc3ccccn23)c1	-2.2
CC1CCCN(C2=NC(=O)/C(=C/c3cn(-c4ccccc4)nc3-c3cccc(S(=O)(=O)N(C)C)c3)S2)C1 (configuration not stated)	15.5
Cc1ccc(CNC(=O)c2ccccc2NS(C)(=O)=O)cc1	-0.6
COCCNC(=O)CN(C(=O)CCC(=O)Nc1nccs1)c1ccccc1OC	1.2
Cc1c(Br)cccc1NC(=O)c1sccc1-n1cccc1	6.0
c1ccc(CCNc2nnnn2-c2ccccc2)cc1	5.5
CN1c2ccccc2-c2nc3ccccc3n2C1c1ccccn1 (configuration not stated)	1.8
Cc1ccc(C(=O)OCC(=O)Nc2ccccc2C(F)(F)F)cc1S(=O)(=O)N1CCOCC1	4.4
CCC(CC)c1nnc(NC(=O)CN2C(=O)C3C4C=CC(C4)C3C2=O)s1 (configuration not stated)	-7.7
O=c1c2ccccc2nc(N/N=C/c2c(O)ccc3ccccc23)n1O	61.0*
[O-][n+]1onc2c3ccnnc3ccc21	5.3
CC(C)(NC(=O)N1CCOCC1)c1cccc(C(C)(C)NC(=O)N2CCOCC2)c1	-1.6
N#Cc1ccc(CSc2nnc(-c3ccccn3)n2-c2ccccc2)cc1	24.9
CCC1CCCCN1C(=O)CSc1nnc(CNC(=O)c2ccco2)o1 (configuration not stated)	1.9
CCOC(=O)CSCC(NC(=O)OC(C)(C)C)C(=O)OCC (configuration not stated)	-3.4
Clc1ccc(COn2nnc3ccccc32)c(Cl)c1	-3.7
O=C(CSc1nnc(NCc2ccccc2)s1)c1ccco1	3.9
C=CCn1c(COc2ccccc2)nnc1SCC(=O)Nc1ccc(S(N)(=O)=O)cc1	-1.7
COc1ccc(N(Cc2cc3cc(OC)ccc3[nH]c2=O)C(=O)c2cccnc2)cc1	2.5
O=C(CN1CCN(c2ccccn2)CC1)Nc1ccc(Cl)c(C(F)(F)F)c1	0.4
Cc1cc2ccccc2c(=O)n1CC(=O)NCC(=O)N1CCCC1	3.8
O=C(NC1CCCCCC1)c1cccc(N2CCCC2=O)c1	0.8
O=C(c1ccco1)N1CCN=C1SCc1c(F)cccc1Cl	-0.1
COc1ccc(OC)c(C(c2nnnn2C2CCCC2)N2CCc3ccccc3C2)c1 (configuration not stated)	-1.3
CCOc1cc(C2C(C(=O)c3ccc(C)cc3)=C(C(=O)OC)Nc3nnnn32)ccc1O (configuration not stated)	-8.1
C=CCn1c(=O)c2ccccc2n2c(SCC(N)=O)nnc12	-10.8
COc1ccc(-c2nnc(SCC(=O)N3c4ccccc4Sc4ccccc43)o2)cc1	2.9
COCCNC(=O)CC(NS(=O)(=O)c1ccc(NC(C)=O)cc1)C(C)C (configuration not stated)	-4.9
O=C(NCc1ccc(Cl)cc1)c1ccc(COCC(F)(F)F)o1	-0.2
CCN(CC)CCN=CC1=C(O)CNC1=O	5.7
COC(=O)CN(c1ccc(F)cc1)S(=O)(=O)c1ccccc1	-9.8
Cc1nc(S(=O)(=O)NC2CCCCC2)c(C#N)c(C)c1Cl	-0.8
Cc1cc(C)n(-c2ccc(C(=O)OCC(=O)Nc3ccc(S(=O)(=O)N4CCCCC4)cc3)cc2)n1	11.5
O=C(c1ccccc1)N1CCC(O)(c2cccnc2)CC1	-3.4
Cc1cc(C)c(NC(=O)Cn2c(=O)n(Cc3ccco3)c(=O)c3ccccc32)c(C)c1	14.2
Oc1[nH]c2ccccc2c1C1=NCCCC1	-18.1
COc1cc(C(=O)N2c3ccccc3CC2C)cc(OC)c1OC (configuration not stated)	-9.5
CCOC(=O)C1=C(C)N=C2SCCC(=O)N2C1c1cccs1 (configuration not stated)	7.0
CCN1C(=O)/C(=C/C=C2/SCCN2C)SC1=S	-34.8
CCOC(=O)C1CSC(CC(=O)Nc2ccc(Cl)c(Cl)c2)C(=O)N1 (configuration not stated)	-8.8
COC(=O)c1[nH]c2ccccc2c1NC(=O)CN1CCN(Cc2ccc3c(c2)OCO3)CC1	-3.4
Cc1ccc(S(=O)(=O)N(C)Cc2ccc(-c3nnc4n3CCC4)cc2)cc1	-4.1
O=C(c1ccc(C(=O)N2CCOCC2)s1)N1CCOCC1	4.9
CCOc1ccccc1CNc1nc2nc3c(c(=O)n2[nH]1)CCC3	-1.8
Cc1nn(-c2ccccc2)c(Cl)c1C(=O)NCC(=O)O	0.4
Nc1c(NCc2ccccc2F)c(=O)[nH]c(=O)n1Cc1ccccc1	1.5
OC(COC(c1ccccc1)c1ccccc1)CN1CCCCC1 (configuration not stated)	-2.9
CCC/C(=C1/C(=O)CC(C)(C)C(C(=O)OC)C1=O)N1CCCC1 (configuration not stated)	-15.8
O=C(Nc1c(C(=O)NCc2ccco2)cnn1-c1ccccc1)c1ccc(F)cc1	-14.6
Remaining list, next part:
SMILES	Artemis endo inh
CCOC(=O)Cc1csc(NC(=S)NC(=O)c2ccc(F)cc2)n1	-3.5
CC(C)C(=O)NCCCc1ccccc1	-2.9
Cc1ccc2[nH]c(=O)c(-c3nc4c(C)cccn4c3NCc3ccco3)cc2c1	-2.9
Cc1nnc2n(-c3ccccc3)c(=O)c3c4c(sc3n12)COC(C(C)C)C4 (configuration not stated)	-3.0
Cn1c(=O)c2c(ncn2Cc2cc(-c3ccccc3)no2)n(C)c1=O	-3.4
CCc1cccc2c(C(=O)Cn3nnc(-c4ccc(OC)c(OC)c4)n3)c[nH]c12	-2.8
Cc1cc(S(=O)(=O)Nc2nc(CN3CCOCC3)nc3sc4c(c23)CCCC4)ccc1F	-6.4
COC(=O)c1ccc(-n2nnnc2SCc2ccccc2OC)cc1	2.1
Cc1nc(C)c(C(=O)Nc2ccccc2)s1	-3.6
Cc1ccccc1NC(=O)N(CCc1nc2ccccc2[nH]1)Cc1ccccc1	1.2

Next part; it opens with the 7 that closed the last part.
SMILES	Artemis endo inh
Cc1nnc2n(-c3ccccc3)c(=O)c3c4c(sc3n12)COC(C(C)C)C4 (configuration not stated)	-3.0
Cn1c(=O)c2c(ncn2Cc2cc(-c3ccccc3)no2)n(C)c1=O	-3.4
CCc1cccc2c(C(=O)Cn3nnc(-c4ccc(OC)c(OC)c4)n3)c[nH]c12	-2.8
Cc1cc(S(=O)(=O)Nc2nc(CN3CCOCC3)nc3sc4c(c23)CCCC4)ccc1F	-6.4
COC(=O)c1ccc(-n2nnnc2SCc2ccccc2OC)cc1	2.1
Cc1nc(C)c(C(=O)Nc2ccccc2)s1	-3.6
Cc1ccccc1NC(=O)N(CCc1nc2ccccc2[nH]1)Cc1ccccc1	1.2
COc1ccc(C2C3C(=O)N(Cc4ccccc4)C(=O)C3ON2c2ccccc2)c(OC)c1OC (configuration not stated)	6.1
Cc1ccc(-c2noc(CCC(=O)NCCN3CCc4ccccc4C3)n2)cc1	10.4
COc1ccc(CNC(=O)CCOc2ccc(C(C)(C)C)cc2)cc1	7.1
COc1ccc2oc(=O)c(C(=O)NCc3cccnc3)cc2c1	-2.6
N#Cc1c2n(c3c(=O)n(CC(=O)c4ccc(Br)cc4)cnc13)CCCC2	-6.5
CN1C(=O)c2c(sc3c2CC(C)(C)SC3)N2CCN=C12	-2.1
Cc1occc1-c1nnc(SCC(=O)Nc2ccccc2-c2ccccc2)n1C	1.3
Cc1cc(C)n2nc3nc(N4CCCCC4)nc(-c4ccco4)c3c2n1	15.8
O=C(C1CCCN1S(=O)(=O)c1ccc(Cl)c(Cl)c1)N1CCOCC1 (configuration not stated)	-1.6
O=C1c2oc3ccc(Cl)cc3c(=O)c2C(c2cccc(Br)c2)N1CCO (configuration not stated)	12.8

Already shown: 3 of the compounds above.
SMILES	Artemis endo inh
COc1ccc(C2C3C(=O)N(Cc4ccccc4)C(=O)C3ON2c2ccccc2)c(OC)c1OC (configuration not stated)	6.1
Cc1ccc(-c2noc(CCC(=O)NCCN3CCc4ccccc4C3)n2)cc1	10.4
COc1ccc(CNC(=O)CCOc2ccc(C(C)(C)C)cc2)cc1	7.1

The listing continues.
SMILES	Artemis endo inh
C=CCNS(=O)(=O)CC12CCC(CC1=O)C2(C)C (configuration not stated)	-17.1
Cc1ccsc1/C=N/NC(=O)CSCc1ccc(Cl)cc1	-3.3
Cc1cc(Cl)c(S(=O)(=O)N2CC(C)OC(C)C2)cc1OCC(N)=O (configuration not stated)	1.6
COCCN1C(=O)c2ccccc2C(C(=O)NCCCN2CCCC2=O)C1c1c[nH]c2ccccc12 (configuration not stated)	5.2
O=C(O)CCCC(=O)Nc1ccccc1C(=O)N1CCCC1	-10.3
Cc1cc(C)n(C(=O)CCCC(=O)n2nc(C)cc2C)n1	-2.7
CC1CC(C(F)(F)F)n2ncnc2N1 (configuration not stated)	-4.5
Cc1cc(N2CCOCC2)n2nc(C)c(-c3ccccc3)c2n1	-4.0
Cc1ccc(NC(=O)C2CCN(S(=O)(=O)c3c(C)n[nH]c3C)CC2)nc1	-3.8
O=C(COc1ccccc1)N1CCN(C(=O)Cc2ccccc2)CC1	-1.5
Brc1ccc(-c2csc(N3CCc4ccccc4C3)n2)cc1	2.5
CCOC(=O)c1cnc2ccc(C)cc2c1Nc1ccc(N2CCOCC2)cc1	14.1
Cc1nc2ccc(-c3ccccc3)cc2o1	-11.3
Cn1c(=O)oc2cc(S(=O)(=O)NCCc3ccccc3)ccc21	2.6
O=C(Nc1ccc(NC(=O)C2CC2)nc1)c1cccnc1	7.0
COc1ccc(Cl)c(NC(=O)NCCN2CCN(c3ccccc3)CC2)c1	-2.6
CCSC(=Nc1ccccc1)C1=C(O)COC1=O	-6.3
CC(C)(C)c1cc(CN2CCN(CCC#N)CC2)cc(C(C)(C)C)c1O	9.5
COc1ccccc1N1CCN(C(=O)C(Sc2ccccc2)c2ccccc2)CC1 (configuration not stated)	2.4

The list is partial, so the mix of outcomes need not match the whole.
